Assay outcomes as filed in PubChem.
SRC1 inh: human NCOA1 inhibition; Q15788; HEK293 GAL4-SRC1 luciferase reporter, luminescence; inhibition, % at 3.6 µM; actives 0.12% (n = 360,000);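 active means inhibition above the campaign mean plus 3 SD, with each screening campaign given its own cutoff, cut at about 60% in these data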;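 further: 0% = DMSO treated cells and 100% = gossypol at 36 µM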
MC4R barr agon: agonists of human melanocortin 4 receptor (MC4R) beta-arrestin. P32245. U2OS MC4R beta-arrestin complementation, luminescence; percent of melanotan II response, DMSO zero. activation, % at 8.9 µM. actives 0.98% (n = 360,000);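 active means activation above a per-plate cutoff, the mean activation of sample wells on that plate plus 3 SD, cut at about 8% in these data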
LMP1 NFkB inh: Epstein-Barr LMP1 NF-kappaB reporter inhibition. LMP1-induced NF-kappaB luciferase reporter cells, luminescence. actives 0.69% (n = 350,000). inhibition, % at 12.5 µM; in the data active means inhibition above about 41%;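 further: 0% = neutral control wells and 100% = reference inhibitor control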
LRH-1 inv ag: inverse agonists of human LRH-1 (NR5A2); O00482; HEK293T StAR-luciferase reporter, LRH-1 transfected, 24 h; inhibition, % at 3.6 µM; actives 0.13% (n = 360,000); AID 602396;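 active means inhibition above the mean inhibition of all tested compounds plus 3 SD, cut at about 73% in these data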;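 further: 0% = DMSO wells and 100% = reporter-only cells lacking LRH-1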
SRC3 inh: inhibits human SRC3 coactivator; Q9Y6Q9; HEK293 GAL4-SRC3 luciferase reporter, luminescence; inhibition, % at 3.6 µM; actives 0.17% (n = 360,000); AID 588352;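 active means inhibition above a per-campaign cutoff, the mean of all compounds plus 3 SD, cut at about 60% in these data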;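 further: 0% = DMSO-treated cells and 100% = gossypol-treated cells at 36 µM; higher means less SRC3-driven luciferase light from the GAL4 reporter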
ABHD5-PLIN5 inh: ABHD5-PLIN5 protein interaction inhibition. Q00G26+Q8WTS1. Split G. princeps luciferase complementation, luminescence, 4 h. inhibition, % at 4 µM. actives 0.78% (n = 360,000);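 active means inhibition above the mean inhibition across every tested compound plus 3 SD, cut at about 22% in these data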;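 further: 0% = DMSO only wells and the 100% control is not disclosed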
Target sequence (Q00G26 whole entry, looked up): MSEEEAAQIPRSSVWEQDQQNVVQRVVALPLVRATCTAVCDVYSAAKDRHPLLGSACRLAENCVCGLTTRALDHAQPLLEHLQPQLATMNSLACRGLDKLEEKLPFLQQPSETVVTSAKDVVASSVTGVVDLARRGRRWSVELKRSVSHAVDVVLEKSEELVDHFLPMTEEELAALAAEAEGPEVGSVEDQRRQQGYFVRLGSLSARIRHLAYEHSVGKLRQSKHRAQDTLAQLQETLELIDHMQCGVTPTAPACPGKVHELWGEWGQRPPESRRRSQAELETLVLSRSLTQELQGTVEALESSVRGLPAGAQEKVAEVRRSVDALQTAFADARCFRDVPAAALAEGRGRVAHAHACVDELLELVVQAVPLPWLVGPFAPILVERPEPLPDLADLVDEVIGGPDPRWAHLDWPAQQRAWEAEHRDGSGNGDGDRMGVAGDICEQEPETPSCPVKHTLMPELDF
Target sequence (Q8WTS1 whole entry, looked up): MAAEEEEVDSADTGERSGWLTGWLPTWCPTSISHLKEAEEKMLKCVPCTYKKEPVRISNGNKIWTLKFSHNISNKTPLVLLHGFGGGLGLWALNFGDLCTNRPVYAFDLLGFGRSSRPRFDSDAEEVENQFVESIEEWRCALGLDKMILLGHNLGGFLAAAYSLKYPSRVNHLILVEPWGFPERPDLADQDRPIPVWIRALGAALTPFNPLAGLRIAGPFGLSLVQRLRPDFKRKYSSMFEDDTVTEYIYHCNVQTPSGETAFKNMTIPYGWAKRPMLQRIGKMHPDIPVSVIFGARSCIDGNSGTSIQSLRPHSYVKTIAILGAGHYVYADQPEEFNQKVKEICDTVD
NCOA2 inhibitor: inhibits human steroid receptor coactivator 2. Q15596. HEK293 GAL4-SRC2 luciferase reporter, luminescence. inhibition, % at 9 µM. actives 0.17% (n = 370,000). AID 651957;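 active means inhibition above the mean inhibition of all tested compounds plus 3 SD, set per campaign, cut at about 52% in these data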;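 further: 0% = DMSO treated cells and 100% = cells given Gossypol at 36 µM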
COUP-TFII inh: NR2F2 (human) inhibition, primary screen; HEK293T NGFI-A luciferase reporter, luminescence; inhibition, % at 8.6 µM; actives 0.7% (n = 370,000); AID 686940;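 active means inhibition above a per-plate cutoff, mean inhibition of test wells between control levels plus 3 SD, cut at about 38% in these data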;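 further: cells cotransfected with COUP-TFII expression vector driving the NGFI-A reporter; 0% = median of COUP-TF2 test wells and 100% = reporter-only cells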
NOD2 RIPK2 PPI: blocks binding of human NOD2 to RIPK2. AID 624267. O43353. actives 0.38% (n = 360,000). CHO BLA complementation NOD2-RIPK2, CCF4 ratio. inhibition, % at 4.98 µM; in the data active means inhibition above about 21%;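 further: 0% = vehicle only and 100% = reference blocker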
MC4R antag cAMP: blocks human MC4R cAMP signaling. inhibition, % at 6.5 µM. P32245. actives 0.48% (n = 360,000). MC4R-expressing cells, MTII-stimulated cAMP, LANCE TR-FRET;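 active means inhibition above its plate's cutoff, the mean of tested wells on that plate plus 3 SD, cut at about 29% in these data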;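 further: 0% = Melanotan II alone and 100% = Melanotan II plus saturating MCL0020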
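Material: U2OS-MC4R stable cell line | Reagent: Melanotan II challenge after compound preincubation | Doses: One concentration, 6.5 µM nominal | Incubation: 30-min compound preincubation, 1-h Melanotan II challenge, 1-h detection, room temperature | Signal: TR-FRET cAMP assay | Replicates: One well per compound, no replicates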
TLR9-MyD88 inh: blocks human TLR9 binding to MyD88 | CHO BLA complementation TLR9-MyD88, CCF4 FRET ratio | Q9NR96+Q99836 | actives 0.21% (n = 340,000) | inhibition, % at 4.98 µM;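 active means inhibition above the mean over all tested compounds plus 3 SD, cut at about 21% in these data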;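 further: 0% = DMSO only wells and 100% = clavulanate BLA inhibitor control wells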
* marks the source's active call; other numbers are inactive results; / = not tested or not shown.

SMILES	SRC1 inh	MC4R barr agon	LMP1 NFkB inh	LRH-1 inv ag	SRC3 inh	ABHD5-PLIN5 inh	NCOA2 inhibitor	COUP-TFII inh	NOD2 RIPK2 PPI	MC4R antag cAMP	TLR9-MyD88 inh
COc1ccc(NC(=O)CSc2nnc(-c3cccs3)n2Cc2ccco2)cc1OC	-7	-2.1	2	-1	8	3	-7	12	-11	-2	0
CC(=O)c1nn(-c2ccc(Br)cc2)cc1C(=O)c1ccccc1	-28	29*	14	-5	-50	-1	1	-5	1	-12	-2
CCc1ccc(OCCOCC(O)CNC2CCCC2)cc1 (stereo unspecified)	-9	-0.5	2	2	-14	1	15	-6	1	5	2
Nc1nncn1C(=O)CCCN1C(=O)c2ccccc2C1=O	9	0.3	0	16	10	0	1	-6	0	2	-11
CCOC(=O)CSc1ccc(S(=O)(=O)N(C)C2CCCCC2)cc1[N+](=O)[O-]	-9	0.5	-2	-10	-14	1	-28	10	8	6	-1
O=c1c2ccccc2ncn1-c1ccc([N+](=O)[O-])cc1[N+](=O)[O-]	19	0.3	1	13	16	-5	17	16	-1	2	-8
CC1(C(=O)NCc2ccccc2)CN(S(C)(=O)=O)CC(=O)N1CCc1c[nH]c2ccccc12 (stereo unspecified)	/	/	/	-11	/	7	-9	4	4	/	/
c1ccc(-c2nc(NCC3CCCO3)c3oc4ccccc4c3n2)cc1 (stereo unspecified)	-8	-0.7	1	42	12	-1	12	-6	5	2	11
Cc1ccccc1CS(=O)(=O)c1nnc([C@H](Cc2ccccc2)NC(=O)OC(C)(C)C)o1	-18	-0.7	7	7	10	43*	-38	-12	57*	19	12
Fc1ccc(N=Cc2ccc[nH]2)cc1	-24	-0.9	8	-7	11	2	-16	-5	-4	4	-3
Cc1cc(=O)oc2cc(OCC3CC(c4ccc(Cl)cc4)=NO3)ccc12 (stereo unspecified)	15	-0.2	4	2	5	-1	3	7	-2	12	-11
CC(C)C(=O)NC(NC(=S)Nc1ccc(S(N)(=O)=O)cc1)C(Cl)(Cl)Cl (stereo unspecified)	4	-1.1	-4	12	7	-1	6	-5	-9	8	8
CCn1cc(C(=O)OCC(=O)N2C(C)CCCC2C)c(=O)c2ccc(C)nc21 (stereo unspecified)	13	-1.7	-14	9	16	-1	28	-13	-2	-1	-4
CC(C)(Cc1ccccc1)NC(=O)C(=O)c1cn(CC(=O)N2CCOCC2)c2ccccc12	2	-0.9	7	25	2	0	-4	-3	8	3	3
Cc1ccccc1Nc1nnc(SCc2cc([N+](=O)[O-])cc3c2OCOC3)s1	0	-0.1	5	4	3	-1	/	/	3	-2	-4
COc1ccc([N+](=O)[O-])cc1NS(=O)(=O)Cc1ccccc1	-9	-0.5	-6	-6	-23	2	-13	8	6	12	-6
CCSc1nc(N2CCOCC2)c2c(c1C#N)CC(C)(C)N(C)C2	-69	-0.6	-6	33	15	1	11	6	11	5	-5
COc1ccccc1C(=O)N1CC2(C)CC1CC(C)(C)C2 (stereo unspecified)	-3	0.1	-5	-2	6	4	1	9	-6	18	-4
CCc1ccc(N(C(=O)c2csnn2)C(C(=O)NC(C)(C)CC)c2ccccn2)cc1 (stereo unspecified)	-5	-4.2	-8	-2	12	4	-1	-17	-18	4	-3
Cn1c(Cn2c(=O)sc3ccccc32)nnc1SCc1ccccn1	0	-0.1	6	2	10	-3	-11	-26	-12	2	7
Cc1cccc(C(=O)NC2CCN(C(=O)Nc3ccc(F)cc3)CC2)c1	-7	0.4	4	-11	0	5	7	-21	7	12	3
CC(C)C1C(=O)N(Cc2cn(CCC3OCCCO3)nn2)CCS(=O)(=O)N1Cc1ccc(-c2ccc(F)nc2)cc1 (stereo unspecified)	-13	-0.3	7	-6	2	0	-1	-2	-16	13	-12
COc1cccc(CN(Cc2ccco2)S(=O)(=O)c2ccc(S(=O)(=O)NCc3ccccc3)cc2)c1OC	-30	1.3	-10	-20	3	-9	1	1	-6	5	-6
O=C(NNC(=O)c1ccc2ccccc2n1)c1ccc(O)cc1	-9	-1.3	25	-33	-38	-5	-39	-15	-2	5	-3
CCOC(=O)c1nc(Nc2ccc(OC)cc2)c2ccccc2n1	-6	-1.9	4	-39	-15	7	/	/	-1	22	-12
Other results:
SMILES	SRC1 inh	MC4R barr agon	LMP1 NFkB inh	LRH-1 inv ag	SRC3 inh	ABHD5-PLIN5 inh	NCOA2 inhibitor	COUP-TFII inh	NOD2 RIPK2 PPI	MC4R antag cAMP	TLR9-MyD88 inh
Cc1ccc(OCC(=O)Nc2nnc(S(=O)(=O)N3CCCCCC3)s2)cc1C	-6	0.5	-1	7	5	2	20	-3	-15	5	3
CC1=NN(c2cccc(C(=O)O)c2)C(=O)/C1=C\C=C/c1ccccc1	-6	-0.5	/	-14	12	20	-21	-19	-6	-15	/
Brc1ccc(COc2ncnc3ccccc23)cc1	-10	-1.6	-9	2	-2	2	-20	-6	0	1	-3
CN(CC(=O)NC1CCN(Cc2ccccc2)CC1)S(=O)(=O)c1ccc(Cl)cc1	-35	-1.8	10	1	13	4	13	3	-6	6	-4
COc1ccccc1NC(=O)CN1CCN(C(=O)c2ccco2)CC1	5	-0.4	-9	0	0	-2	19	-5	4	7	-12
Cc1nc2nc(C)c(CCC(=O)NCc3ccc4c(c3)OCO4)c(C)n2n1	-7	-0.2	-4	9	9	-1	2	7	7	13	8
Cc1ccccc1N=Nc1c(O)n(C)c2ccccc12	5	1.0	0	17	-2	-1	-6	1	11	-1	-8
CCc1nnc(NC(=O)CCN2C(=O)c3ccccc3S2(=O)=O)s1	-1	0.4	-2	5	0	8	-7	-5	-2	12	4
COc1cccc2c1Oc1ncccc1N(C(=O)CCC(=O)NCc1ccc(C)cc1)C2	-3	-0.8	-4	18	16	3	8	3	-5	0	-2
Cc1nnc(SCC(=O)Nc2ncc3c(n2)CC(c2ccccc2)CC3=O)s1 (stereo unspecified)	8	-0.3	-4	-11	-2	4	-14	-25	-8	1	9
COC(=O)c1ccccc1NC(=S)N(Cc1ccc2c(c1)OCO2)Cc1cc2ccc(OC)cc2[nH]c1=O	-9	1.0	-4	-7	-5	2	-9	3	1	12	8
O=C(c1cc(-c2ccc(O)cc2)on1)N1CCCC1	-136	-0.1	-7	-167	-140	-1	-29	-71	0	-4	-4
CC(=O)Nc1ccc(OCCCN2CCC(C(O)(c3ccccc3)c3ccccc3)CC2)cc1	/	/	/	-7	/	9	3	5	1	/	/
O=C1CN(C(=O)/C=C/c2ccc(Cl)cc2Cl)CCN1	-47	-1.1	-14	-45	-29	5	-18	-12	6	-2	-1
O=C(/C=C/c1ccc(O)c(O)c1)NC(=O)c1ccccc1O	-61	2.4	-8	-104	-82	9	-73	-47	-4	0	-3
CC(=O)N1N=C(N)SC12CCCC2	-3	-2.9	2	5	-6	0	27	4	5	11	-9
Cc1csc(SCC(=O)Nc2cc([N+](=O)[O-])ccc2F)n1	-9	-4.4	3	-12	6	-1	19	10	-5	-5	13
O=S(=O)(NCCOCC(F)(F)F)c1ccc2oc3ccccc3c2c1	-16	4.3	6	-12	19	-3	21	-1	-1	6	-9
O=C(CC(=O)c1ccccc1)Nc1ccccc1C(F)(F)F	-69	-1.1	-10	-20	-23	-11	3	-11	-3	2	-13
CCn1c(=O)c2ccccc2n(CC(=O)NC2CCCCC2)c1=O	-4	0.5	11	0	-54	-18	-12	4	-21	3	1
O=C(c1cccc(-c2cccc3nccn23)c1)N1CCOCC1	17	-0.6	/	-4	-29	4	-42	-10	-5	0	/
CC1(C)CC(=O)C=C(c2ccc(COC(=O)Cc3ccccc3)cc2)C1=O	-7	2.2	-3	1	-16	12	-12	-15	7	3	-12
O=C(CC1Sc2ccccc2NC1=O)OCC(=O)N1CCc2ccccc21 (stereo unspecified)	-20	-0.6	-8	-22	-5	-4	-28	3	4	-1	-1
Cc1ccc2c(c1)C(O)(CC(=O)c1cccnc1)C(=O)N2 (stereo unspecified)	7	-0.2	3	-3	12	3	-21	-2	-13	-3	-6
COc1ccc(NC(=S)N(CCc2c(C)[nH]c3ccc(C)cc23)Cc2cccs2)cc1	7	-0.7	-18	12	-7	-10	-40	8	-12	7	0

Reprinted from the part before: two entries, then new ones.
SMILES	SRC1 inh	MC4R barr agon	LMP1 NFkB inh	LRH-1 inv ag	SRC3 inh	ABHD5-PLIN5 inh	NCOA2 inhibitor	COUP-TFII inh	NOD2 RIPK2 PPI	MC4R antag cAMP	TLR9-MyD88 inh
Cc1ccc2c(c1)C(O)(CC(=O)c1cccnc1)C(=O)N2 (stereo unspecified)	7	-0.2	3	-3	12	3	-21	-2	-13	-3	-6
COc1ccc(NC(=S)N(CCc2c(C)[nH]c3ccc(C)cc23)Cc2cccs2)cc1	7	-0.7	-18	12	-7	-10	-40	8	-12	7	0
COc1ccc(Cc2c(-c3ccco3)nc3ccc(Br)cn23)c(C)c1	-1	/	/	10	-15	43*	-8	-32	-6	/	/
Cc1ccc(C(=O)NNC(=O)C2CCN(S(=O)(=O)c3ccc(C)cc3)CC2)cc1	0	-0.7	9	4	2	-4	-28	12	2	4	-4
Cc1[nH]c2ccccc2c1/C=N/NC(=O)c1cc(-c2cccs2)[nH]n1	-23	6.0	-7	9	5	-2	-9	7	-11	-9	-10
O=C(NC1CCCCC1)C1CC(=O)N(c2ccc(Cl)cc2)C1 (stereo unspecified)	-2	-0.4	1	-2	3	0	-22	-3	-12	10	6
Cc1cc(Cl)ccc1NC(=O)CSc1nnc(-c2ccncc2)n1Cc1ccco1	2	-0.3	-10	1	-11	7	4	-4	0	1	-9
O=S1(=O)C[C@@H](N2CCN(c3ccccc3)CC2)[C@H](COCc2ccccc2)N1	6	/	/	7	7	-1	-24	-9	0	/	/
Cc1ccc(CNC(=O)COC(=O)Cn2nc(C)c([N+](=O)[O-])c2C)cc1	1	-1.2	-4	-8	6	-7	-16	2	-9	46*	-1
Nc1ccc2nc3c(=O)n(CCc4ccccc4)c(=O)[nH]c3nc2c1	4	1.0	/	-14	-7	-14	9	-9	38*	-20	/
O=C(N/N=C/c1ccc(O)c(O)c1)c1cccc(S(=O)(=O)N2CCCCC2)c1	-7	-2.0	-7	-2	12	3	-30	-1	-10	6	0
C=CCN1CCN(c2ccncc2S(=O)(=O)N2CCN(C)CC2)CC1	-1	0.7	-2	-7	14	5	6	-1	3	-4	10
COc1ccc(OCC(=O)Nc2cccc(-c3nc4ccccc4[nH]3)c2)cc1	-71	3.7	-17	-33	-51	-3	-35	-13	-1	9	2
Cc1ccc(C(=O)N2CCNC(=O)C2CC(=O)Nc2ccccc2)cc1 (stereo unspecified)	-2	-1.9	3	-2	10	1	-37	-4	-2	5	-4
O=C1c2cccc3cccc(c23)C(=O)N1CC1CCCO1 (stereo unspecified)	-9	0.5	2	10	1	-2	-1	-9	-3	-1	3
CCCCn1c(N)c(N(CC)C(=O)c2cccc(S(=O)(=O)N3CCN(C)CC3)c2)c(=O)[nH]c1=O	4	0.3	6	-8	-12	-2	-6	-2	-9	19	3

Some of the compounds tested; the hit share may differ from the screen's.
